High-throughput results as filed in PubChem BioAssay.
LmPK inh – LmPK (Leishmania mexicana) enzyme inhibition | 290,000 tested, 0.37% active | purified LmPK, Kinase-Glo ATP luminescence, 1 h | Q27686 | Potency, µM (highest dose often 57.5 µM), inactives show top-dose activity change, negative = inhibition, most hits filed as inhibitors
Target sequence (Q27686 whole entry, looked up): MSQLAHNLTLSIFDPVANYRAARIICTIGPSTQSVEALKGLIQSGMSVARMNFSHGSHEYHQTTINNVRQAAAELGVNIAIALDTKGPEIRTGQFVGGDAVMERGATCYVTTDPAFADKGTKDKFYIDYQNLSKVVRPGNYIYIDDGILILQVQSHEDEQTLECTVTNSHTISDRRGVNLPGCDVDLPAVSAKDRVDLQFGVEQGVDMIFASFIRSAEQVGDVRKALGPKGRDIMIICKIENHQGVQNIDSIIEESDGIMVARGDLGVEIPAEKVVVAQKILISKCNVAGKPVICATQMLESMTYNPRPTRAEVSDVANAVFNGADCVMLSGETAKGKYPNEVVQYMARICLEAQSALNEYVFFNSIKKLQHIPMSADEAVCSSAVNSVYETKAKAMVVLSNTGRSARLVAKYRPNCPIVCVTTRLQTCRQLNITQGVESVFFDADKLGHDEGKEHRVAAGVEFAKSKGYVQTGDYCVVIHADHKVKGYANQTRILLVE
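ATP generated from ADP (0.1 mM) and PEP (0.5 mM) by 0.1 nM LmPK over 1 h at room temperature (pH 7.2 imidazole buffer) was detected by coupled luciferase luminescence. Values were normalized to uninhibited and no-enzyme wells.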
Pf growth 96h – P. falciparum growth inhibition at 96 hours. P. falciparum luciferase reporter growth, 96 h. Potency, µM (series often up to 28.7 µM), for inactives: at the highest dose activity change, negative = inhibition, usual class: inhibitors. 320,000 tested, 6.9% active
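P. falciparum expressing integrated firefly luciferase, in erythrocytes at 2% hematocrit, 0.05% parasitemia, incubated with compounds 96 h at 37 C, 5% CO2. Growth inhibition read as loss of luminescence; two-generation exposure targets delayed-death apicoplast inhibitors.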
Tb PYK inh – blocks Trypanosoma brucei pyruvate kinase; Q57TT1; TbPYK enzyme, Kinase-Glo Plus ATP luminescence, 45 min; Potency, µM (doses to about 76.8 µM), for inactives: at the highest dose activity, negative = inhibition, most hits filed as inhibitors; 410,000 tested, 0.12% active; AID 624173; also: nearly all actives have a fitted effect of over 50% in size
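TbPYK + substrate in 50 mM TEA pH 7.2, 100 mM KCl, 10 mM MgCl2, 0.05% BSA, 0.01% Tween-20; cpd pinned; ADP 130 uM final; 45 min RT; Kinase-Glo Plus 10 min; luminescence endpoint.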
HCV inh – blocks hepatitis C virus. Huh7.5.1 HCVcc-Cre infection, luciferase reporter, 44 h. Potency, µM (titrated, usually from 41.8 µM), inactives show at the top dose activity change, negative = inhibition, usual class: inhibitors. 340,000 tested, 3.4% active
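Antiviral activity was scored by luciferase reporter output from cells infected with HCVcc-Cre (~0.5 moi) in presence of compound, 44 h infection period, cells seeded 1,000/well 4 h prior.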
Pf growth 48h – P. falciparum growth inhibition at 48 hours (one generation) | P. falciparum luciferase growth in erythrocytes, 48 h | Potency, µM (doses to about 28.7 µM), inactives show top-dose activity change, negative = inhibition, usual class: inhibitors | 310,000 tested, 5.9% active
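Growth was read as firefly luciferase luminescence after a 48 h, 37 C, 5% CO2 exposure of compounds to reporter-bearing P. falciparum cultures (0.1% parasitemia, 2% hematocrit final) in Albumax-supplemented RPMI 1640.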
Sm TGR block – S. mansoni TGR enzyme inhibition | AID 485364 | 360,000 tested, 3% active | Q962Y6 | purified TGR, DTNB reduction, TNB absorbance 405 nm | Potency, µM (highest dose often 114 µM), for inactives: top-dose activity change, negative = inhibition, hits mostly inhibitors; also: nearly all actives have a fitted effect of over 60% in size
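First, TGR (20 nM dispensed) and NADPH were mixed with compound. Second, a 15 min room-temperature incubation followed. Third, further NADPH and then DTNB were added to start the reaction. Finally, TNB absorbance was monitored kinetically.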
The depositor's hits bear a star; ? = inconclusive; / = not tested or not shown; & = joins results of further samples; ! = not active in a repeat; [ ] = another dose, or the depositor's remark. Calls follow the shape of the dose curve; as a rule, active = well fitted curve in the direction sought with a large enough effect; inconclusive = small, poorly fitted or top-dose-only effect, or another doubt; inactive = no such curve, though single readings can be large; an effect the other way counts as inactive or inconclusive. % is scaled to controls: 0 for no effect and ±100 for the full control effect; potency is read from the fitted curve at half-maximal effect.

SMILES	LmPK inh	Pf growth 96h	Tb PYK inh	HCV inh	Pf growth 48h	Sm TGR block
Cc1cc(C)n(-c2cc(N3CCN(C(=O)c4cccc(Br)c4)CC3)ccc2[N+](=O)[O-])n1	0%	9.3µM*	-3%	?	?	-1%
CCOC(=O)[C@H]1[C@H]2COc3cc(OC)ccc3[C@@H]2N2C(=O)N(c3ccc(Cl)cc3)C(=O)[C@@]12C	2%	5.2µM*	3%	-22%	-94%	-3%
O=S1(=O)NC(=NCC(c2ccco2)N2CCCCC2)c2ccccc21 (stereo not given)	5%	13µM*	4%	15%	?	-18%
O=C(/C=C/c1ccccc1)c1c[nH]c2ccccc12	-6%	19%	4%	0%	228%[activator]	5%
CC(=O)CSc1ncnc2sc3c(c12)CCC3	5%	36%[activator]	-1%	?	4%	9%
COc1ccc2oc(C(=O)OCC(=O)N(Cc3ccccc3)C(C)(C)C)c(C)c2c1	0%	?	1%	?	?	-17%
Cc1ccc(CNC(=O)c2cc(-c3cc(C)cc(C)c3O)n[nH]2)cc1	-4%	4%	9%	-14%	?	11%
COc1cccc(NC(=O)c2nn(C)c(C(=O)Nc3cccc(OC)c3)c2[N+](=O)[O-])c1	0%	6.6µM*	-4%	?	33%[activator]	-19%
COc1ccc(C(CNC(=O)c2cc(S(=O)(=O)N3CCCC3)ccc2Cl)N2CCCC2)cc1 (stereo not given)	/	9.3µM*	0%	?	?	-8%
COc1cc(CN2CCC(Cc3ccccc3)CC2)cc([N+](=O)[O-])c1O	4%	15%	0%	10%	-19%	-6%
CCOc1cc(/C=N/NC(=O)c2nn(C)cc2Br)ccc1OCc1ccccc1Cl	5%	?	1%	?	?	-3%
CCc1cc2c(N3CCN(C)CC3)ncnc2s1	4%	-14%	-11%	-10%	-19%	-5%
CCOc1ccc(C(=O)Cn2cnc3ccccc3c2=O)cc1	-1%	41%[activator]	0%	16%	32%[activator]	-4%
CN1C(=O)CCS(=O)(=O)C1c1ccc(Cl)cc1 (stereo not given)	/	-17%	0%&-6%	/	-8%	/
COCCCn1c(-c2ccco2)nc2ccccc2c1=O	3%	/	-20%	-1%	28%	0%
CCN1C(=NCCOC)N[C@@H](CCc2ccccc2)[C@H](C(=O)OC)[C@H]1C	2%&0%	17µM*!	-4%	0%	1%&25%	-14%&36%
COc1ccc(/C=N/c2nc3ccccc3n2C)cc1OC	?	24%	-8%	15%	1%	0%
Cc1cc(C)cc(NC(=O)CSc2nc3c(c(=O)n2C)SC(C)C3)c1 (stereo not given)	-3%	-19%	-11%	?	?	4%
COc1ccc(S(=O)(=O)N2CCOCC2)cc1NC(=O)CN1CCCCCC1	-2%	40%[activator]	0%	7%	-4%	?
COc1ccc(C2CC(c3cccc(C)c3)n3nc(N)nc3N2)cc1 (stereo not given)	0%	6%	-6%	10%	7%	1%
Cc1cc(C)nc(/N=C(\N)Nc2ccc(CC(=O)OC(C)C)cc2)n1	6%	?	2%	3.5µM*	2%	71%[activator]
CC(C)c1nc2sc3c(NCc4ccco4)ncnc3c2c2c1COC(C)(C)C2	3%	?	-6%	?	?	?
Cc1cccnc1Nc1ncnc(N)c1[N+](=O)[O-]	1%	?	-10%	17%	8%	3%
CC1(OC(=O)C2CCCC2)C(=O)C=C2C=C(c3ccsc3)N(CCCCO)C=C2C1=O (stereo not given)	-7%[11.5 µM]	?	0%	0%	?	-19%
CCOc1ccccc1OCCCC(=O)ON=C(N)c1ccccc1	/	34%[activator]	1%	0%	16%	-22%

The final 3 records of the section above open the next one.
SMILES	LmPK inh	Pf growth 96h	Tb PYK inh	HCV inh	Pf growth 48h	Sm TGR block
Cc1cccnc1Nc1ncnc(N)c1[N+](=O)[O-]	1%	?	-10%	17%	8%	3%
CC1(OC(=O)C2CCCC2)C(=O)C=C2C=C(c3ccsc3)N(CCCCO)C=C2C1=O (stereo not given)	-7%[11.5 µM]	?	0%	0%	?	-19%
CCOc1ccccc1OCCCC(=O)ON=C(N)c1ccccc1	/	34%[activator]	1%	0%	16%	-22%
O=C(Nc1cc(=O)[nH]c2ncnn12)c1ccccc1F	-4%	22%	-3%	6%	-3%	0%
CC(=O)N1CCC(C(=O)Nc2ccc(S(=O)(=O)N3CCCC(C)C3)cc2)CC1 (stereo not given)	/	-12%	-1%	?	?	-17%
COC(=O)c1cccc(N2C(=O)C(Cl)=C(N3CCOCC3)C2=O)c1	1%	24%	-7%	19%	-17%	?
Cc1cc(C)n(/N=C/c2ccc(C(C)C)cc2)c(=O)c1C#N	0%	?	-1%	11%	1.9µM*	1%
O=C(NN=C1CCCC1)c1ccccc1O	-2%	?	6%	13%	17%	-24%
COc1cc(CNC(=O)c2nc(Cn3nc(C)c(Br)c3C)no2)cc(OC)c1	-8%	?	1%	-21%	37%[activator]	1%
CCNc1nc2c(c(=O)n(C)c(=O)n2C)n1Cc1ccc(Cl)cc1	1%	?	-4%	3.5µM*	-7%	-19%
Cc1csc(NC(=O)c2ccc3c(c2)OCO3)n1	-26%	28%	-7%	0%	188%[activator]	-29%
CCCC(C)NC(=O)Cn1c(=O)c2c(ncn2CCC(C)C)n(Cc2ccccc2)c1=O (stereo not given)	-5%	?	-3%	4%	?	5%
CC1=CC(C)(C)N(C(=O)CCl)c2cc(C)ccc21	2%	?	2%	?	-8%	?
O=C(N/N=C/c1ccccc1)c1[nH]ncc1Br	13µM*	-7%	?	12%	148%[activator]	-4%
Cn1c(CN(O)S(=O)(=O)c2ccc(Cl)cc2)nnc1C(F)(F)F	-4%	41%[activator]	0%	9%	5%	-23%
COc1ccc2c(CCNC(=O)c3ccc([N+](=O)[O-])cc3)c[nH]c2c1	1%	15%	-1%	?	0%	-7%
O=C(O)COCC(=O)Nc1cc(C(F)(F)F)cc(C(F)(F)F)c1	2%	51%[activator]	-2%	8%	9%	-2%
Cc1ccc2c(c1)[C@H]1OCC[C@H]1[C@@H](c1ccncc1)N2	4%	26%	1%	11%	/	1%
O=C(CN(c1ccccc1)S(=O)(=O)c1ccc(F)cc1)N1CCCCCC1	4%	1%	4%	2%	-22%	19%
COC(=O)c1cc(Br)c(=O)n(Cc2ccc3c(c2)OCO3)c1	-4%	9.3µM*	2%	5%	?	4%
COc1ccc(NC(=O)Nc2ccc([N+](=O)[O-])cc2)cn1	-7%	?	-4%	-1%	?	-7%
COc1ccc(C(=O)OCn2nnc3ccccc3c2=O)cc1	1%[11.5 µM]	37%[activator]	2%	?	13%	-27%
N=c1oc2ccc3ccccc3c2cc1-c1nc(-c2ccccc2)cs1	-1%	31%[activator]	0%	0%	-6%	-23%
COc1ccc(NC(=O)CSc2ccccc2)c(OC)c1	5%	?	-8%	-8%	276%[activator]	-16%
CCN(CC)C(=O)c1ccc(O)c(OC)c1	-2%	?	-9%	0%[8.37 µM]	-2%	1%
CS(=O)(=O)c1ccccc1C(=O)Nc1ccc(-c2nc3ccccc3o2)cc1	7%	?	-23%	?	-3%	-17%
Cc1ccccc1C(=O)Nc1cc(NC(=O)c2ccccc2C)cc(C(=O)O)c1	0%	?	2%	14%	16%	2%
CC(C)CNC(=O)C(=O)NNC(=O)C1CCCCC1	1%	?	4%	-10%	8%	-1%

Quoted from the listing.
`COC(=O)c1cccc(N2C(=O)C(Cl)=C(N3CCOCC3)C2=O)c1` – Tb PYK inh: -7%
`COc1ccc(C(=O)OCn2nnc3ccccc3c2=O)cc1` – Pf growth 48h: 13%

2 entries picked at random from those above, as already listed:
SMILES	LmPK inh	Pf growth 96h	Tb PYK inh	HCV inh	Pf growth 48h	Sm TGR block
O=C(CN(c1ccccc1)S(=O)(=O)c1ccc(F)cc1)N1CCCCCC1	4%	1%	4%	2%	-22%	19%
COC(=O)c1cccc(N2C(=O)C(Cl)=C(N3CCOCC3)C2=O)c1	1%	24%	-7%	19%	-17%	?

Carrying on:
SMILES	LmPK inh	Pf growth 96h	Tb PYK inh	HCV inh	Pf growth 48h	Sm TGR block
Cc1c(CCOC(=O)C2C3CC4CC(C3)CC2C4)sc[n+]1CC(=O)c1ccc(Br)cc1 (stereo not given)	0%	?	-3%&0%	?	?	10%
CCC(=O)N(CC)Cc1cc(=O)[nH]c2ccccc12	0%	?	18%	8%	-14%	3%
CS(=O)(=O)N1CCN(S(=O)(=O)c2ccccc2[N+](=O)[O-])CC1	1%	46%[activator]	5%	19%	22%	8%
CN1C(=O)Cc2cc(S(=O)(=O)NCCc3ccc(Cl)cc3)ccc21	1%	-15%	-3%	-12%	?	-7%&8%
CCN(CC)S(=O)(=O)c1ccc2oc(SCC(=O)NC3CC3)nc2c1	-3%	22%	-10%	11%	11%	-15%
CCCNC(=O)Cc1c(OC)ccc2cc(Br)ccc12	1%	30%[activator]	-11%	-24%	-6%	-13%
C=CCN1C(=O)C2(OCCCO2)c2cccc(Cl)c21	0%	-23%	-8%	26%	-6%	-5%
O=C(Nc1cccc(NC(=O)c2ncn[nH]2)c1)c1cccc(Cl)c1	2%	?	-6%	-30%	1%	3%
CN(C(=O)CSc1nnc(-c2ccccc2)o1)c1c(N)n(Cc2ccccc2)c(=O)[nH]c1=O	3%	-6%	0%	-21%	0%	-6%
COc1cccc(-c2nc(CS(=O)(=O)CC(=O)NC3CCCC3)c(C)o2)c1	2%	37%[activator]	3%	?	14%	45µM*
CCOC(=O)c1sc(NC(=O)CCN2C(=O)C3CCCCC3C2=O)cc1C (stereo not given)	/	?	6%	?	15µM*	-1%
COC(=O)CNC(=O)c1cccc(F)c1	-5%	8%	-10%	-4%	/	-7%
COC(=O)Nc1nnc(Cc2ccc(OC)cc2)s1	2%	-6%	-1%	17%	16%	7%
O=C(CSCC(=O)N1CCOCC1)Nc1nc(-c2ccc3c(c2)OCO3)cs1	2%	-24%	4%	-22%	/	0%
COc1cc(-c2ccc3c(=O)c4ccccc4n(C)c3c2)cc(OC)c1OC	0%	4.7µM*	0%	?	?	-17%
COc1ccc(CCNC(=O)CN(c2ccccc2OC)S(=O)(=O)c2ccc(C)cc2)cc1	7%	100%[activator]	-6%&7%	?	4.1µM*	4%&0%
O=C(O)Cc1ccc(NS(=O)(=O)c2ccccc2Br)cc1	-1%	-3%	-9%	28%	15%	-3%
CC(=O)Nc1ccc(NC(=O)C(C)n2c3ccccc3c3nc(=O)cc(C)n32)cc1 (stereo not given)	-1%	37%[activator]	-17%	4%	-9%	0%
Clc1cccc(-c2nnc3sc(-c4ccc5c(c4)OCO5)nn23)c1	0%	?	/	/	19%	-44%
CCOc1ccc(OCC)c(NS(=O)(=O)c2ccc3c(c2)CCN3C(=O)C2CCC2)c1	7%	/	-5%&-3%	-11%	?	-9%&4%
Cc1cccc(NC(=S)N(CCN(C)C)Cc2cc3cc(C)cc(C)c3[nH]c2=O)c1	2%	-27%	-5%	2%	10%	-10%
CCNC(=O)C(=O)NCc1ccncc1	5%	2%	-9%	14%	2%	/
CCc1cc(OCCN2C(=O)NC(C)(C)C2=O)ccc1Cl	8%	3%	/	-13%	/	11%
COc1ccc(-c2csc(NC(=O)Cn3nc(C)cc3C)n2)cc1	-1%	/	5%	-28%	12%	8%
Cc1cccc(-n2nc([N+](=O)[O-])c(=NC3CCN(Cc4ccccc4)CC3)n2O)c1	1%	?	6%	8.9µM*	?	1%
Cc1ccc(C)c(OCCC(=O)Nc2cccc(S(=O)(=O)NC3=NCCCCC3)c2)c1	/	?	-1%	?	?	-4%
